Sm TGR block = inhibitors of Schistosoma mansoni thioredoxin glutathione reductase. Q962Y6. purified TGR, DTNB reduction, TNB absorbance 405 nm. Potency, µM (titrated, usually from 114 µM), for inactives: top-dose activity change, negative = inhibition, hits mostly inhibitors. 360,000 tested, 3% active. AID 485364; note: potency is the fitted concentration of half-maximal effect; nearly all actives have a fitted effect of over 60% in size
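TGR 20 nM + NADPH 100 uM (dispensed conc.), cpd preinc 15 min RT; start with NADPH (500 uM addition) then DTNB (15 mM addition). Kinetic TNB absorbance, 405 nm filter. Four-parameter Hill fit across titration.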
HCV inhibitor = inhibitors of hepatitis C virus infection. Huh7.5.1 HCVcc-Cre infection, luciferase reporter, 44 h. 340,000 tested, 3.4% active. Potency, µM (titrated, usually from 41.8 µM), for the others: at the top dose activity change, negative = inhibition, usual class: inhibitors; note: potency is the fitted concentration of half-maximal effect
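HCVcc-Cre virus at an moi near 0.5 was added right after compound to cells cultured 4 h from seeding (1,000 cells/well). Luciferase activity was determined 44 h later, 15 min after substrate addition at RT.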
HCMV inh = inhibitors of human cytomegalovirus; 410,000 tested, 4.5% active; HFF cells, HCMV-luciferase reporter, 72 h; hits give low values; activity change, negative = inhibition, % at 57.5 µM; in the data active = activity change below about -60%; inconclusive = no clear call, values can overlap the other calls; inactive = above about -39%
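Cell-based, HFFs, 1000 cells/well, 16 h 37C; cpds in DMSO + HCMV-luc, MOI 1 PFU/cell; 72 h 37C; OneGlo luminescence after 5 min RT; norm. to buffer vs Salinomycin 10uM.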
AmpC no deterg = AmpC beta-lactamase inhibition without detergent. P00811. Potency, µM (top dose mostly 57.1 µM), inactives show at the top dose activity change, negative = inhibition, most hits filed as inhibitors. AmpC nitrocefin hydrolysis, absorbance 480 nm, 0.0001% Triton. AID 485341. 330,000 tested, 0.52% active;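 note: potency is the fitted concentration of half-maximal effect; plate controls were no compound for no effect and no enzyme for full effect; nearly all actives have a fitted effect of over 20% in size; some results filed as inactive show a strong effect at the top dose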
Target sequence (P00811 whole entry, looked up): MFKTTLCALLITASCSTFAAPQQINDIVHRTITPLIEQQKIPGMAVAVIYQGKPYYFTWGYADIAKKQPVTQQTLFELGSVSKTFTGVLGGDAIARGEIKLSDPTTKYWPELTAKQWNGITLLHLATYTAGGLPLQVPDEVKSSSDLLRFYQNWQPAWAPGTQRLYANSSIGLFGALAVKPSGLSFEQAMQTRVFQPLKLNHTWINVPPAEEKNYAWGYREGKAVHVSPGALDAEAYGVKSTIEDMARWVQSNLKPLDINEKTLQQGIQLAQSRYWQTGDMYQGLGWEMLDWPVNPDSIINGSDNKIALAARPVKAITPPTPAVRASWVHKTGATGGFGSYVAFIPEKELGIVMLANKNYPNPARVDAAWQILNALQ
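20 mM phosphate pH 7.0 + 0.01% (detergent screen) or 0.0001% Triton X-100; 5.3 nM AmpC reagent; cpd preinc 15 min RT; nitrocefin (800 uM stock) to start; A480 q20 s × 4 min; Activity was normalised to no-enzyme and no-compound control wells.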
FBPA Giardia inh = blocks Giardia fructose-bisphosphate aldolase activity; A8B2U2; purified Giardia FBPA; Potency, µM (top dose mostly 59.6 µM), for the others: top-dose activity, negative = inhibition, usual class: inhibitors; 290,000 tested, 0.71% active; AID 2451; note: potency is the fitted concentration of half-maximal effect; nearly all actives have a fitted effect of over 55% in size
Target sequence (A8B2U2 whole entry, looked up): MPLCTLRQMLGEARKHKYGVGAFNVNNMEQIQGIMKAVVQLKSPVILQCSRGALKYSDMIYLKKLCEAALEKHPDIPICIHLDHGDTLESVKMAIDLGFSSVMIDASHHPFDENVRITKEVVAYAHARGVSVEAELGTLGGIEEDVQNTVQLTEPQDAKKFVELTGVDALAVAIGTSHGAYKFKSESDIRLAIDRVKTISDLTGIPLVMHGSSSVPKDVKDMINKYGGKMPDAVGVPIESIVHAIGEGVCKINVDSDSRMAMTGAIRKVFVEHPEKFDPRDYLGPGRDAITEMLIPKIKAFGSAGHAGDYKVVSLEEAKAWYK
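Giardia FBPA (40 nM reagent) was preincubated 10 min at RT with compound (up to 57.5 uM final), then substrate plus GAPDH/TPI/NAD/arsenate coupling system with diaphorase/resazurin was added; resorufin fluorescence (525/598 nm) was read after 20 min.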
AmpC detergent = inhibitors of E. coli AmpC beta-lactamase with detergent. AmpC hydrolysis of nitrocefin, absorbance 480 nm, 0.01% Triton. 370,000 tested, 0.041% active. AID 485294. Potency, µM (series often up to 114 µM), for inactives: at the top dose activity change, negative = inhibition, usual class: inhibitors;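 note: potency is the fitted concentration of half-maximal effect; 0% = no-compound wells and -100% = no-enzyme wells; nearly all actives have a fitted effect of over 25% in size; some results filed as inactive show a strong effect at the top dose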
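AmpC (5.3 nM in the dispensed reagent) in 20 mM phosphate pH 7.0 with 0.01% (detergent screen) or 0.0001% Triton X-100 was preincubated with compounds for 15 min at room temperature. Nitrocefin was then added from an 800 uM solution, and hydrolysis was followed at 480 nm.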
Active calls of the source: *; ? = inconclusive; · = no result given; & = joins results of further samples; [ ] = another dose, or the depositor's remark. Unless noted, calls come from the whole dose curve; as a rule, active = well fitted curve in the direction sought with a large enough effect; inconclusive = small, poorly fitted or top-dose-only effect, or another doubt; inactive = no such curve, though single readings can be large; an effect the other way counts as inactive or inconclusive. Unless noted, % is set by controls: 0 for no effect and ±100 for the full control effect.

smiles | Sm TGR block | HCV inhibitor | HCMV inh | AmpC no deterg | FBPA Giardia inh | AmpC detergent
Cc1ccccc1NC(=O)CCC(=O)N/N=C/c1c[nH]c2ccccc12 | -2% | 13% | -34 | -33% | -4% | ?
COCCCNc1nc2c(c(=O)n(Cc3ccc(OC)cc3)c(=O)n2C)n1C | -2% | 5% | · | 24% | 0% | ?
Cc1cccc(OCC(=O)N(Cc2cccs2)C2CCS(=O)(=O)C2)c1 (stereo unspecified) | -2% | 31%[activator] | -9 | 1% | 9% | 3%
CCn1c(=S)[nH]c2cc(C(=O)O)ccc21 | -4% | · | · | -16% | -21% | -3%
COc1ccc(NC(=O)c2cc(F)c(F)cc2Cl)cc1Cl | -1% | -12% | 4 | -12% | 4% | -1%
COc1ccc(S(=O)(=O)N2CCn3c2nc2ccccc23)cc1 | 1% | 13% | 9 | -25% | 3% | 1%
Cc1ccc(NC(=O)NCc2ccc3c(c2)OCO3)cc1C | -7% | -5% | 55 | -28% | -7% | 4%
O=C(OCC#CCSc1nnc(-c2ccc(Br)cc2)o1)c1ccco1 | ? | ? | 33 | -26% | -8% | -2%
Cc1cc2c(c(=O)n1Cc1cccnc1)C(Cc1ccccc1)C(C#N)=C(N)O2 (stereo unspecified) | -33% | -1% | -36 | -9% | -17% | 6%
CCN(CC)S(=O)(=O)c1ccc(C(=O)NCCOC(=O)c2ccc(F)cc2F)cc1 | 10% | -6% | 14 | 27% | -1% | -4%
COC(=O)c1c(NC(=O)COc2c(C)cccc2C)sc2c1CCCC2 | 0% | · | -2 | · | · | 18%
CCOC(=O)C1(CC2CCCCO2)CCN(Cc2nc3ccccc3nc2C)CC1 (stereo unspecified) | -13% | -2% | 26 | 37% | 0% | 3%
CCOc1ccc(C(=O)Nc2cc(Cl)ccc2-n2cncn2)cc1OC | -8% | ? | 7 | 1% | · | ?
Cc1ccc(CNC(=O)CSc2nnc3c(n2)[nH]c2ccc(F)cc23)cc1 | -2% | 9% | -7 | -10% | · | 3%
O=C(N/N=C/c1ccccc1)c1cc(=O)[nH]c2ccccc12 | 1% | 7% | 10 | -12% | 4% | ?
CCN1CCN(Cc2ccc(NC(=O)c3ccc(C)c(NC(=O)C[C@@H]4NC(=O)[C@H](Cc5ccccc5)NC4=O)c3)cc2C(F)(F)F)CC1 | 6% | -2% | 16&48 | 131%[activator] | 2% | 3%
N=c1c(-c2nc3ccccc3[nH]2)cc(C(=O)c2cccs2)nn1-c1ccccc1 | 0% | -2% | · | 3% | 37% | 18%
CN(C)CCCNC(=O)C(=O)NCC(c1cccs1)S(=O)(=O)c1ccc(F)cc1 (stereo unspecified) | -15% | -1% | -35 | -19% | · | ?
NC(=O)CC(NC(=O)Cc1ccc(Br)cc1)c1ccc(NCc2ccccn2)c([N+](=O)[O-])c1 (stereo unspecified) | -10% | ? | -3 | 22% | -5% | -6%
O=C(CN1N=C(c2ccccc2)CCC1=O)NCc1ccco1 | 7% | 15% | 7 | -22% | 1% | -4%
COC(=O)C1CCN(C(=O)COC(=O)c2oc3ccc(OC)cc3c2C)CC1 | -11% | 3% | -26 | 88%[activator] | 4% | 1%
CCCn1c(SCC(=O)N2CCCCC2)nnc1-c1ccccn1 | -4% | · | -37 | -4% | 0% | -3%
CCN(CC(=O)Nc1ccccc1C(F)(F)F)C(=O)c1cc(S(=O)(=O)N2CCCCCC2)ccc1OC | -3% | -22% | -16 | 136%[activator] | · | 0%
Cc1ccc(NC(=O)CN(C)C(=O)/C=C/c2cccc(F)c2)cc1 | -1% | 5% | ? | -11% | 5% | -6%
CC(C)C[C@H](NC(=O)NCCc1ccc(Cl)cc1)C(=O)O | -1% | 23% | -3 | -13% | 10% | ?
COC(=O)c1ccccc1NC(=O)CSc1ccccc1 | -3% | -14% | 16 | -17% | -6% | -10%
CCn1nc(NC(=O)C(C)C)c2cc3ccc(C)cc3nc21 | 4% | ? | -5 | 25% | 6% | -4%
CCCCn1c(=O)[nH]c(=O)c2c1nc(-c1ccc([N+](=O)[O-])cc1)n2CC | -1% | 8% | 6 | -26% | -8% | -4%
Cc1nn(-c2ccc(F)cc2)c(Cl)c1/C=C/C(=O)OCC(=O)Nc1ccc(F)cc1F | -1% | 12% | 7 | -17% | 1% | 0%
CCCCNC(=O)c1cn(C)c2ccc(S(=O)(=O)N3CC(C)CC(C)C3)cc2c1=O (stereo unspecified) | -5% | 11% | · | -9% | -4% | -3%

Brought forward from above: six compounds; new compounds follow.
smiles | Sm TGR block | HCV inhibitor | HCMV inh | AmpC no deterg | FBPA Giardia inh | AmpC detergent
CC(C)C[C@H](NC(=O)NCCc1ccc(Cl)cc1)C(=O)O | -1% | 23% | -3 | -13% | 10% | ?
COC(=O)c1ccccc1NC(=O)CSc1ccccc1 | -3% | -14% | 16 | -17% | -6% | -10%
CCn1nc(NC(=O)C(C)C)c2cc3ccc(C)cc3nc21 | 4% | ? | -5 | 25% | 6% | -4%
CCCCn1c(=O)[nH]c(=O)c2c1nc(-c1ccc([N+](=O)[O-])cc1)n2CC | -1% | 8% | 6 | -26% | -8% | -4%
Cc1nn(-c2ccc(F)cc2)c(Cl)c1/C=C/C(=O)OCC(=O)Nc1ccc(F)cc1F | -1% | 12% | 7 | -17% | 1% | 0%
CCCCNC(=O)c1cn(C)c2ccc(S(=O)(=O)N3CC(C)CC(C)C3)cc2c1=O (stereo unspecified) | -5% | 11% | · | -9% | -4% | -3%
COc1ccc(C2=NOC(C(=O)Nc3cccnc3Cl)C2)cc1 (stereo unspecified) | 3% | -13% | -9 | 3% | 2% | 2%
Fc1ccc(-c2ncc3ccccn23)cc1 | -14% | 10% | 16 | -4% | -10% | 2%
COc1ccc(N2CCN(c3nc4ccccc4n3CC(=O)c3ccccc3)CC2)cc1 | -12% | -29% | 10 | 0% | -1% | ?
COC(=O)CN1C(=O)C(C)(C)Oc2ccc(C(=O)Nc3cccc(OC)c3)cc21 | -1% | ? | 18 | -4% | 4% | -3%
Cc1ccc(OCC(=O)N2CCCC(N3CCN(c4ccc(F)cc4)CC3)C2)cc1 (stereo unspecified) | 0% | ? | -34 | 123%[activator] | 3% | -12%
CCS(=O)(=O)c1nnnn1-c1ccccc1S(C)(=O)=O | 6% | · | -93* | -4% | 2% | 1%
Cc1cccc(C)c1OCC(O)CN (stereo unspecified) | 0% | 6% | 10 | -18% | -7% | ?
CC(C)(C)n1ncc2c(=O)n(CC(=O)NCc3ccco3)cnc21 | 45µM* | ? | 44 | -7% | 6% | ?
O=C(Cc1ccccc1)Nc1ncccn1 | -20% | ? | 0 | -10% | · | -8%
CCn1cnc2c1c(=O)n(CC(=O)O)c(=O)n2Cc1ccccc1 | -6% | 19% | -34 | -14% | 3% | -2%
CCCCN(C(=O)COC(=O)c1ccccc1)c1c(N)n(CCC)c(=O)[nH]c1=O | · | 7% | 38 | -8% | · | ·
O=C(CCC1CCCN(c2ncccn2)C1)NCc1ccccc1F (stereo unspecified) | 2% | 6% | 11 | -1% | -2% | 3%
Clc1ccc(Oc2ncnc3oc(-c4ccccc4)cc23)cc1 | -6% | 17% | 12 | -23% | 2% | -9%
COc1ccccc1C(=O)Nc1ccc(-c2nc3ccccc3s2)c(C)c1 | 6% | · | -18 | · | · | 5%
CCOc1cc(CNCCSc2nnnn2C)cc(Br)c1OCc1ccccc1 | -24% | 2.8µM* | 41 | 201%[activator] | -20% | -1%

2 entries picked at random from those above:
smiles | Sm TGR block | HCV inhibitor | HCMV inh | AmpC no deterg | FBPA Giardia inh | AmpC detergent
CCOc1cc(CNCCSc2nnnn2C)cc(Br)c1OCc1ccccc1 | -24% | 2.8µM* | 41 | 201%[activator] | -20% | -1%
Cc1cccc(C)c1OCC(O)CN (stereo unspecified) | 0% | 6% | 10 | -18% | -7% | ?

The results go on.
smiles | Sm TGR block | HCV inhibitor | HCMV inh | AmpC no deterg | FBPA Giardia inh | AmpC detergent
COC(=O)[C@H]1C[C@@H]1[C@H](NS(=O)(=O)c1ccccc1)c1ccccc1 | 2% | 1%[8.37 µM] | 5 | -7% | 3%&0% | ?
Cn1nc(N2CCN(S(=O)(=O)c3ccccc3)CC2)c(=O)n(C)c1=O | -32% | 9% | ? | -15% | · | ?
Cc1c(CCC(=O)NCC(=O)O)c(=O)oc2cc3occ(-c4ccccc4)c3cc12 | -3% | 8% | ? | -3% | 9% | -2%
Cc1cc(C)nc(N(C#N)Cc2cccc3ccccc23)n1 | 21% | 1% | -27 | 4% | 0% | 4%
CC(=O)Nc1ccc(N/C(=N\S(=O)(=O)c2ccccc2)c2ccccc2)cc1 | 3% | 7% | 104 | -18% | · | ?
CCN1CCc2c(sc(NC(=O)c3ccc(S(=O)(=O)N4CCCCCC4)cc3)c2C(=O)NC)C1 | -12% | ? | -36 | 157%[activator] | · | 0%
CCC(C(=O)n1cccc1C#N)c1ccccc1C (stereo unspecified) | 50µM* | -19% | -13 | -11% | · | 6%
COC(=O)c1ccc(NC(=O)COc2ccc(S(=O)(=O)N3CCCCC3)cc2)cc1 | 3% | ? | -2 | -34% | 2% | -6%
CCc1ccc2[nH]c(=O)c(CN(Cc3ccccc3)Cc3nnnn3Cc3ccco3)cc2c1 | ? | ? | -19 | -4% | -10% | 4%
COc1ccc2c(c1)CCc1c(C(=O)Nc3c(C)nn(Cc4ccccc4C)c3C)noc1-2 | -2% | · | -66* | · | · | -3%
Cc1cccc(-c2cccc(NC(=O)C3CCCN(C(=O)c4ocnc4C)C3)c2)c1 (stereo unspecified) | 6% | ? | 14 | 167%[activator] | 3% | -3%
CCN(CC)S(=O)(=O)N1CCC(C(=O)NCc2ccco2)CC1 | -16% | 2% | 68 | 1% | 8% | 2%
Cc1ccc(C)c(N2N=C(C(=O)Nc3ccccc3N3CCCC3)CCC2=O)c1 | -6% | ? | ? | 93%[activator] | · | 4%
NS(=O)(=O)c1cccc(NC(=O)CSc2nc3ccc(Cl)cc3[nH]2)c1 | -6% | 8% | -29 | 18µM* | -27% | ?
CCc1ccc(N2C(=O)NC(=O)/C(=C\c3cccn3CCOc3ccc(C(C)C)cc3)C2=O)cc1 | ? | -2% | -23 | -48% | 3% | -14%
CCOC(=O)c1c(C)[nH]c(C)c1C(=O)CN1C(=O)NC2(CCC(C)CC2)C1=O (stereo unspecified) | -5% | -17% | 65 | -26% | 1% | -13%
CC(=O)c1ccc(-c2ccc([C@H]3[C@H]4C=CC[C@@H](C)[C@@H]4C(=O)N3Cc3ccccc3)c(F)c2)cc1 | -29% | -23%[8.37 µM] | -4 | 17% | -4% | 0%
CCN(CC(=O)N1CCCCC1)S(=O)(=O)c1ccccc1 | 9% | 12% | -25 | -20% | 5% | 1%

Looked up above.
CCN1CCc2c(sc(NC(=O)c3ccc(S(=O)(=O)N4CCCCCC4)cc3)c2C(=O)NC)C1 in AmpC detergent → 0%
COC(=O)c1ccc(NC(=O)COc2ccc(S(=O)(=O)N3CCCCC3)cc2)cc1 in AmpC no deterg → -34%
CC(=O)Nc1ccc(N/C(=N\S(=O)(=O)c2ccccc2)c2ccccc2)cc1 in HCMV inh → 104
Cc1c(CCC(=O)NCC(=O)O)c(=O)oc2cc3occ(-c4ccccc4)c3cc12 in AmpC no deterg → -3%
